Screening data deposited in PubChem by The Scripps Research Institute Molecular Screening Center.
ADAM17 inh – ADAM17 inhibitors, primary screen, biochemical, QFRET; recombinant ADAM17, EDANS/DABCYL FRET peptide cleavage; Disintegrin and metalloproteinase domain-containing protein 17 (Homo sapiens), P78536; 0.83% of 370,000 active; inhibition, % at 6.95 µM;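 active = inhibition above the mean of compounds lying between control limits plus 3 SD, set per campaign, cut at about 8.5% in these data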;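 note: 0% = DMSO-only wells as the low control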
DDE Tn7 FP inh – inhibitors of Tn7 peptide binding to fibrin DD(E), primary screen, biochemical, fluorescence polarization, human fibrin, Tn7 probe; Fibrinogen beta chain (Homo sapiens), P02675; inhibition, % at 8.3 µM; 0.13% of 370,000 active; FP displacement of FITC-Tn7 peptide from fibrin DD(E); 0% = median of compound wells per plate;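 active = inhibition above the mean of compounds falling within the control limits plus 3 SD of them, cut at about 14% in these data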;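 note: 0% = plate median of compound wells and 100% = 10 µM Aha-Tn7 peptide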
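Measure: % inhibition scaled between sample-field median and high-control FP; Test system: human fibrin DD(E); Quantity: 2 µM final DD(E) protein; Doses: one dose, 8.3 µM nominal; Schedule: compound with protein 10 min, then 3 h after probe, room temperature; Detection: fluorescence polarization; Medium: Tris buffer with calcium and detergent, pH 7.8.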
KLK7 zymogen act – proKLK7 zymogen activators, primary screen, biochemical, fluorescence intensity; Kallikrein-7 (Homo sapiens), P49862; purified proKLK7, EDANS-DABCYL substrate fluorescence; 100% is mature enzyme control, 0% vehicle; activation, % at 7 µM; 0.9% of 370,000 active;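 active = activation above the mean of all tested compounds plus 3 SD, computed per campaign excluding outliers beyond control limits, cut at about 13% in these data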
PLC-gamma1 inh – PLC-gamma1 enzyme inhibitors, primary screen, biochemical, fluorescence, purified enzyme; 1-phosphatidylinositol 4,5-bisphosphate phosphodiesterase gamma-1 (Homo sapiens), P19174; fluorogenic substrate; inhibition, % at 12.2 µM; 0.84% of 370,000 active; in the data active = inhibition above about 9.5%
UHRF1 binding – UHRF1 methylated DNA binding inhibitors, primary screen, counter-screen for MBD2 inhibitor project, biochemical, TR-FRET, human UHRF1, single concentration; UHRF1 binding to methylated oligo; inhibition, % at 4.4 µM; 0.75% of 370,000 active; in the data active = inhibition above about 21%;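 note: UHRF1 SRA domain binding a hemimethylated CpG hairpin DNA probe; 0% = median of test compound wells and 100% = reference inhibitor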
DDE Tn6 FP inh – inhibitors of Tn6 peptide binding to fibrin DD(E), primary screen, biochemical, fluorescence polarization, human fibrin, Tn6 probe. 0.21% of 370,000 active. inhibition, % at 8.3 µM. Fibrin DD(E) TRITC-Tn6 fluorescence polarization displacement. AID 720509, 2013;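 active = inhibition above a per-campaign cutoff: mean of compounds within control limits plus 3 SD, cut at about 15% in these data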;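 note: 0% = median of all compound wells on the plate and 100% = blocking peptide control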
PLCb3 inh – human PLC-beta3 inhibitors, primary screen, biochemical, fluorescence; 1-phosphatidylinositol 4,5-bisphosphate phosphodiesterase beta-3 (Homo sapiens), Q01970; Purified PLC-beta3, fluorogenic substrate; inhibition, % at 12.2 µM; 0.18% of 370,000 active; AID 720704, 2013; in the data active = inhibition above about 11%;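 note: 0% = median of compound wells on plate and 100% = full blocker control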
Target sequence (Q01970 whole entry, looked up): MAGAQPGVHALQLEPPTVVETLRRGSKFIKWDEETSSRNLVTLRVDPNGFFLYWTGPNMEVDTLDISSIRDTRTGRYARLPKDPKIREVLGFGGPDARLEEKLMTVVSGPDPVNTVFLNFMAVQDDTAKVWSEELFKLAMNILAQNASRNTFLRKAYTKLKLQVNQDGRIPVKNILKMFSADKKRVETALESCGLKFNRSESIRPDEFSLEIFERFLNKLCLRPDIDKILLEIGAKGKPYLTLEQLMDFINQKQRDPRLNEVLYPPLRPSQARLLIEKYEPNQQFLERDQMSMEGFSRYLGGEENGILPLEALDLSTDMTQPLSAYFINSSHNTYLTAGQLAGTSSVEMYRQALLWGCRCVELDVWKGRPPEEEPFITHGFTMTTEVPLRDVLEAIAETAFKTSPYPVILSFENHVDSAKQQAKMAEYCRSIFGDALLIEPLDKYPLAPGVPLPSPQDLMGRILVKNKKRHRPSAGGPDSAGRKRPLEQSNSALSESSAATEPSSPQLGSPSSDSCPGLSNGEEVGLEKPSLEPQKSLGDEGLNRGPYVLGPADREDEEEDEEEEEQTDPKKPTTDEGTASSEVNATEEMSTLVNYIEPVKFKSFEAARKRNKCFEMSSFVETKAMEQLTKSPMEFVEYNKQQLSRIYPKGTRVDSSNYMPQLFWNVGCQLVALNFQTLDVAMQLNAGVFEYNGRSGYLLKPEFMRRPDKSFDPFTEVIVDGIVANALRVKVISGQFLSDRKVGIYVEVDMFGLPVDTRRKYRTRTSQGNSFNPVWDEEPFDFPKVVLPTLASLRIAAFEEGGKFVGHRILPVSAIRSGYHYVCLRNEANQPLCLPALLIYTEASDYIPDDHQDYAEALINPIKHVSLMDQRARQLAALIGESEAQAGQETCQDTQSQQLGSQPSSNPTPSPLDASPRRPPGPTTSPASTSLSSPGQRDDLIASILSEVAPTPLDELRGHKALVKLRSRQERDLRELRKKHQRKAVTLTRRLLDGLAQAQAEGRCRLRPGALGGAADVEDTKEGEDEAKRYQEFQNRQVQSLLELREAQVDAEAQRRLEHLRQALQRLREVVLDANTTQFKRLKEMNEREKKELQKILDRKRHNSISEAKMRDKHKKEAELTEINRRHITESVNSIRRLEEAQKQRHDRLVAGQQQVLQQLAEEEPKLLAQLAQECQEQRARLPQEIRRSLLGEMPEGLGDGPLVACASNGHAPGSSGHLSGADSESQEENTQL
MBD2 inh – inhibitors of MBD2 binding to methylated DNA, primary screen, biochemical, TR-FRET, DNA-binding domain, human; Methyl-CpG-binding domain protein 2 (Homo sapiens), Q9UBB5; MBD2 binding to methylated oligonucleotide; inhibition, % at 4.4 µM; 0.31% of 370,000 active; in the data active = inhibition above about 13%
ASAP1 GAP inh – inhibitors of human ASAP1 ArfGAP activity, primary screen, biochemical, fluorescence polarization. inhibition, % at 16.5 µM. 0.19% of 360,000 active. ASAP1-stimulated ARF1 GTP hydrolysis, GDP FP detection. AID 624377, 2012. Arf-GAP with SH3 domain, ANK repeat and PH domain-containing protein 1 (Homo sapiens), …; in the data active = inhibition above about 25%;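 note: 0% = vehicle with enzyme and substrate and 100% = no enzyme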
ARFGAP1 inh – inhibitors of rat ARFGAP1 GAP activity, primary screen, biochemical, fluorescence polarization, GDP tracer; ADP-ribosylation factor GTPase-activating protein 1 (Rattus norvegicus), Q62848; Arfgap1-stimulated ARF1 GTP hydrolysis, GDP FP detection; inhibition, % at 16.5 µM; 0.26% of 360,000 active; AID 651572, 2012;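 active = inhibition above a per-plate limit, mean inhibition of low control wells plus 3 SD, cut at about 25% in these data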;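 note: 0% = DMSO wells with enzyme and 100% = wells lacking Arfgap1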
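Material: truncated rat Arfgap1 GAP domain; Incubation: compound-enzyme preincubation 20 min, reaction 120 min, detection 60 min, 25 °C; Read-out: percent inhibition of Arfgap1-stimulated GTP hydrolysis; Technique: FP, GDP Alexa 633 tracer displaced from anti-GDP antibody, 620/688 nm; Controls: No-Arfgap1 wells (100%) versus DMSO full-reaction wells (0%); Replication: single well per compound.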
* marks the source's active call; other numbers are inactive results.

molecule,ADAM17 inh,ARFGAP1 inh,PLCb3 inh,KLK7 zymogen act,DDE Tn7 FP inh,DDE Tn6 FP inh,ASAP1 GAP inh,MBD2 inh,PLC-gamma1 inh,UHRF1 binding
Cc1cc(C)c(NC(=O)c2ccc3c(c2)CCN3S(C)(=O)=O)c(C)c1,0.3,2.2,-4.4,-0.3,3.8,3.2,6.8,0.5,-0.7,1.1
Cc1ccccc1-c1n[nH]c(=S)n1/N=C/c1c(C)nn(-c2ccccc2)c1C,0.8,0.4,3.9,-0.1,-2.8,-6.1,-3.9,0.6,-0.7,-2.4
CCCC(C)C(=O)Nc1ccc(C(N)=O)cc1 (stereo not given),-1.3,-13.7,0.3,0.7,-3.0,2.7,-2.3,1.8,-0.9,-1.7
CN1CCN(c2ccc(CNC(=O)C3Cc4c(-c5ccccc5Oc5ccccc5)ccnc4O3)cc2)CC1 (stereo not given),3.9,13.6,2.1,0.1,0.2,0.9,14.9,-3.3,1.8,0.4
O=C(CN=C1NC(=O)C(c2ccccc2)(c2ccccc2)N1)NCc1ccc(F)cc1,-4.5,-1.2,-1.8,0.0,11.2,2.8,3.3,-1.0,0.0,2.7
COc1ccc(-c2noc(CCC(=O)NCCN3CCN(c4ccccc4F)CC3)n2)cc1,-1.1,4.4,1.4,0.1,0.2,5.6,5.4,-1.8,1.9,-2.4
COc1ccc(Br)cc1C1Nc2ccccc2C(=O)N1NC(=O)c1ccncc1 (stereo not given),-7.5,13.1,1.5,0.2,0.6,-8.4,6.6,9.0,1.9,3.1
COc1cccc(N2CCN(C(=O)c3cccn4c(=O)c5c(C)c(C)sc5nc34)CC2)c1,0.0,1.0,-26.5,0.6,-6.2,0.6,0.9,1.2,-16.4,0.6
COc1cccc(C(=O)CC(=O)C(=O)Nc2ccc([N+](=O)[O-])cc2C)c1,5.0,-2.3,-2.3,-0.7,1.9,-5.0,3.6,-1.2,-0.8,0.8
Cc1cc(OC(=O)c2ccc(S(=O)(=O)N3CCCC3)cc2)c([N+](=O)[O-])c(=O)[nH]1,-0.5,6.6,2.1,-0.3,-6.8,-2.3,1.9,1.4,2.5,0.5
C/C(CCC1CC(C)OC1=O)=N\NC(N)=O (stereo not given),0.7,-6.0,-27.8,0.1,1.1,2.6,-18.3,-2.8,3.4,-2.0
COc1ccc2[nH]c3c(c2c1)CCN1C(=O)C(CC(=O)NCCN2CCOCC2)C[C@H](C(=O)N2CCOCC2)[C@@]31CCC1CCCC1 (stereo not given in full),2.6,9.4,-5.2,0.0,-3.2,2.0,-1.1,-1.7,-1.4,-1.3
CCOC(=O)N1CCC(Nc2c(NCCCN3CCN(c4ccc(OC)cc4)CC3)c(=O)c2=O)CC1,-7.7,5.7,-6.0,0.4,2.9,0.0,7.1,3.4,2.0,0.1
CCOc1ccc(S(=O)(=O)N/N=C(\C)C2CCCCC2)cc1,2.7,2.3,6.7,0.3,-5.7,-5.5,3.9,0.4,8.7,7.5
CCOC(=O)c1ccc(Nc2nc(N3CCOCC3)nc(N3CCOCC3)n2)cc1,-2.7,3.5,-7.2,0.2,-4.8,-2.6,8.6,3.3,4.2,-0.6
COc1ccc(C2C(C(=O)c3sc(C)nc3C)=C(O)C(=O)N2CCN(C)C)cc1 (stereo not given),-0.3,-9.1,-3.5,0.1,9.6,-1.0,-4.7,-4.4,0.6,-1.1
CCOc1ccc(N(C(=O)c2snc(C(N)=O)c2N)C(C(=O)NC2CCCC2)C(C)C)cc1 (stereo not given),-2.3,8.2,-8.1,0.5,-2.2,13.4,7.6,5.1,0.4,-1.9
Cc1cccc(C(=O)OCC(=O)N(CC(C)C)c2c(N)n(Cc3ccccc3)c(=O)[nH]c2=O)c1O,-4.1,-2.0,0.8,0.1,1.2,-3.7,7.2,-2.9,0.0,-1.2
Cc1ccccc1-n1nc2c(c1NC(=O)c1c(-c3ccccc3Cl)noc1C)CS(=O)(=O)C2,-0.5,-5.0,4.2,0.0,-3.5,6.8,1.6,-1.5,0.2,1.7
CCN(CC)c1ccc(C(=O)OCC(=O)N2CCN(c3ccccc3)CC2)cc1,0.3,1.3,-2.3,0.1,0.8,3.0,-4.0,-6.6,-1.1,-0.3
COc1cc(CNC(=O)Nc2cccn3nc(COCCO)nc23)cc(OC)c1OC,-7.1,-20.1,1.9,0.5,-7.1,-2.9,-1.2,6.6,2.4,-2.9
CN1C(=O)/C(=C/c2ccccc2OCc2ccc(F)cc2)N(C)C1=S,1.5,4.2,2.8,0.7,-3.0,6.0,1.0,-5.0,7.4,-4.4
COc1cccc(C(=O)NCC(c2ccco2)N2CCOCC2)c1 (stereo not given),-3.5,-4.8,-2.7,0.0,-10.1,-9.6,-5.2,-3.9,0.8,-1.7
COc1ccc(Cc2nc(-c3ccc(-n4cccc4)cc3)no2)cc1OC,0.9,-3.4,-1.4,0.1,-0.7,-1.2,11.3,5.3,-1.8,0.5
CNC(=O)CN(Cc1ccccc1)S(=O)(=O)c1ccc(Cl)cc1,-9.3,0.9,-3.3,0.0,4.7,-2.0,5.1,0.8,-2.4,3.3
CC(=O)c1sc(N/N=C/c2ccc(C(C)C)cc2)nc1C,-9.7,-1.6,-129.8,-0.4,2.7,2.2,13.7,-0.6,-77.4,-1.8
O=C(O)c1cc2cc(F)ccc2[nH]1,-4.9,0.4,-0.3,0.5,-1.5,6.8,5.6,3.3,-2.4,-0.1
COCCN(CC(=O)Nc1cccc(C)c1C)C(=O)Cn1cnc2ccccc2c1=O,-4.9,-6.8,-6.3,-0.1,0.0,2.2,-7.0,2.8,2.6,-2.5
COCCNC(=S)Nc1ccc(N2CCOCC2)c(S(=O)(=O)Nc2ccccc2OC)c1,0.8,0.5,-1.8,0.1,1.9,-0.9,8.0,-3.0,2.9,1.0
COc1ccc2c(c1)c(=O)c(Br)c(C)n2Cc1ccccc1,-0.5,-7.0,-2.3,-0.2,4.2,-1.2,-8.7,2.1,2.1,-1.9

Going on with the list:
molecule,ADAM17 inh,ARFGAP1 inh,PLCb3 inh,KLK7 zymogen act,DDE Tn7 FP inh,DDE Tn6 FP inh,ASAP1 GAP inh,MBD2 inh,PLC-gamma1 inh,UHRF1 binding
O=C(O)C1CC(=O)N(c2ccc(OCc3ccc(Br)cc3)cc2)C1 (stereo not given),3.6,-5.3,-2.6,0.3,-5.5,-1.1,3.2,-4.7,2.5,-1.9
O=C(CSC(=S)N1CCOCC1)c1ccccc1,1.7,-0.1,6.4,-0.3,-6.8,0.1,4.9,-4.5,8.0,1.4
CCn1c(=O)c2cc(S(=O)(=O)NCCOc3ccccc3)ccc2n(CC)c1=O,-1.2,2.5,-0.4,0.9,1.1,-8.3,-2.7,0.3,-0.8,-3.2
COc1ccc(S(=O)(=O)N2CCCCCC2)cc1C(=O)N1CCN(c2ccccc2O)CC1,1.1,-3.2,-5.6,-0.2,2.7,7.5,-7.6,-4.2,-3.1,-1.4
Cc1ccc(S(=O)(=O)c2ccc(Cl)cc2)cc1S(N)(=O)=O,-2.1,-9.0,-3.5,0.9,-1.5,6.2,2.2,1.5,1.3,-0.3
Cn1nnnc1SCc1ccc(C(=O)Nc2ccc(Br)cc2)cc1,0.4,-2.4,0.8,-0.6,-3.2,2.5,9.7,-1.3,2.6,-1.9
Cn1cc(CN2CCC(C(O)c3cccs3)CC2)c(-c2cccc(Cl)c2)n1 (stereo not given),2.0,2.3,0.7,0.6,3.1,6.4,-2.8,-0.1,0.2,-2.1
Cc1cc(OCCCCCNCCO)ccc1Cl,-0.3,-1.7,-2.8,-0.7,8.3,2.2,-16.6,-10.0,-1.5,-2.2
C=C(C)c1cccc(C(C)(C)NC(=O)NC2CCCC2)c1,-2.2,5.4,1.3,0.6,-5.7,-0.1,-2.9,-2.6,1.6,-2.0
O=c1[nH]c(NCc2ccco2)nnc1Cc1ccccc1Cl,-2.1,-1.4,1.1,0.4,-3.4,-3.9,6.8,-1.5,2.9,-0.1
Cc1ccc(NC(=O)COC(=O)Cc2cccs2)c(Br)c1,2.0,3.1,-5.8,0.4,-0.8,-4.9,-4.2,-8.9,0.0,2.3
Cc1ccccc1N=C1NN=C(c2ccccc2F)CS1,-3.9,3.9,-24.1,-0.8,4.9,2.9,-0.6,3.8,-22.3,-0.5
CS(=O)(=O)N1CC(C(=O)NC2CC2)Oc2ccc(Cl)cc21 (stereo not given),1.5,-7.6,2.9,0.6,4.0,2.7,-15.4,-1.1,6.0,1.1
CCC(C)N(C(=O)COc1ccccc1C#N)C1CCS(=O)(=O)C1 (stereo not given),0.9,5.0,0.5,0.5,-0.4,-6.7,1.6,-1.2,6.8,3.5
C=CCN1N=C(/C=C/c2ccc(C)cc2)CCC1=O,2.8,-4.5,-1.4,0.1,2.4,-3.4,-2.1,1.6,0.7,2.7
CC(=O)c1ccc(NC(=O)c2cnsn2)cc1,-5.4,12.9,-18.2,0.0,-2.2,6.2,-2.6,-1.9,1.5,1.2
COc1ccc(C2SCCN2S(=O)(=O)c2ccc(NC(C)=O)cc2)cc1 (stereo not given),1.0,6.2,-0.2,0.4,-1.9,-9.9,9.7,4.6,3.8,4.3
CCC(C)c1c(O)nc(SCC(=O)c2ccccc2)[nH]c1=O (stereo not given),-6.6,-8.9,-13.9,0.7,-2.0,-1.0,10.7,1.6,-9.7,-0.2
Cc1cccc(/C=N\N=C\c2cccc(C)c2)c1,-0.4,-3.8,0.8,-0.4,-0.3,5.1,-5.8,2.7,3.8,4.3
CC1(C)Cc2c(c(=S)nc(-c3ccccc3)n2CCN2CCOCC2)CO1,8.7*,-0.7,-5.3,-0.8,-1.5,1.0,8.1,-8.8,4.0,1.9

Arranged by length of the SMILES (largest number first): some entries from above.
molecule,ADAM17 inh,ARFGAP1 inh,PLCb3 inh,KLK7 zymogen act,DDE Tn7 FP inh,DDE Tn6 FP inh,ASAP1 GAP inh,MBD2 inh,PLC-gamma1 inh,UHRF1 binding
CS(=O)(=O)N1CC(C(=O)NC2CC2)Oc2ccc(Cl)cc21 (stereo not given),1.5,-7.6,2.9,0.6,4.0,2.7,-15.4,-1.1,6.0,1.1
O=c1[nH]c(NCc2ccco2)nnc1Cc1ccccc1Cl,-2.1,-1.4,1.1,0.4,-3.4,-3.9,6.8,-1.5,2.9,-0.1
CC(=O)c1ccc(NC(=O)c2cnsn2)cc1,-5.4,12.9,-18.2,0.0,-2.2,6.2,-2.6,-1.9,1.5,1.2
